Screens: PubChem BioAssay, several laboratories
RSV antiviral HEp-2: RSV antiviral activity via CPE protection, HEp-2 cells, primary 10 µM value included (AID 2391). HEp-2 cells, RSV-induced CPE inhibition; higher % means a stronger effect. CPE inhibition, % at 10 µM, or IC50 in µM where a hit was titrated. 310,000 compounds, 0.13% hits; in the data active means a potency from the dose series; inconclusive means CPE inhibition mostly from about 23% at the one dose, without a potency; inactive means the rest, 99 in 100 with CPE inhibition below about 21%; further: strong numbers were not always called active
Myeloid diff MLP: induction of myeloid progenitor differentiation, primary screen, cell-based, flow cytometry, MLPCN library; calls only at 10 µM; 360,000 compounds, 1% hits; ER-HoxA9 myeloid progenitors, lysozyme-GFP differentiation;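 active means normalized GFP-positive differentiation at or above the plate's own cutoff, the solvent-only control mean plus 3 SD; inconclusive means no clear call, values can overlap the other calls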;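 further: cells exposed to compound for four days before flow analysis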
SV40 large T antigen: SV40 large T antigen inhibitors, biochemical (AID 1903) | 310,000 compounds, 0.39% hits | inhibition, % at 20 µM, or IC50 in µM where a hit was titrated | SV40 large T antigen ATPase/helicase inhibition assay; higher % means a stronger effect; in the data active means a potency from the dose series; inconclusive means inhibition mostly from about 32% at the one dose, without a potency; inactive means the rest, 99 in 100 with inhibition below about 32%; further: strong numbers were not always called active
MgcRacGAP inhibition: MgcRacGAP GTPase-activating activity inhibitors, confirmation, biochemical, ADP Hunter fluorescence. one-dose inhibition, % at 30 µM; IC50 in µM for titrated hits. MgcRacGAP-stimulated Rac1 GTP hydrolysis, ADP Hunter fluorescence; higher % means a stronger effect; GST-tagged Rac1 F28L mutant substrate. AID 624330, 2012. 340,000 compounds, 0.6% hits. Rac GTPase-activating protein 1 (Homo sapiens);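 active means first-screen hits whose inhibition reached a set limit at any dose in the follow-up dose series; inconclusive means inhibition above the set first-screen limit but never retested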;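 further: fluorescence reports GDP produced by GAP-driven GTP hydrolysis; strong numbers were not always called active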
TNAP activators: human TNAP enzyme activators, primary screen, biochemical, luminescent, no phosphate acceptor, uHTS (AID 1001). 200,000 compounds, 0.03% hits. activation fold at 20 µM, or EC50 in µM where a hit was titrated. purified TNAP, luminescent activation assay, no phosphate acceptor; higher activation fold means a stronger effect; in the data active means activation fold from about 3, or a potency from the dose series; inactive means the rest, 99 in 100 with activation fold below about 1.6; further: many of its hits are not listed in these tables
UTI89 phage lysis: inhibition of K1F phage lysis, E. coli UTI89, bacterial capsule biogenesis inhibitors, alamar blue (AID 488966). 340,000 compounds, 0.02% hits. E. coli UTI89 K1F phage lysis, alamar blue, 2 h; higher % means a stronger effect. inhibition, % at 100 µM, or IC50 in µM where a hit was titrated;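 active means phage lysis inhibition, versus mean bacterial control, above a set limit; inconclusive means no clear call, values can overlap the other calls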;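 further: capsule biogenesis inhibitors block K1F phage lysis so surviving cells raise fluorescence; higher fluorescence means more inhibition of phage lysis; actives were called in the ten point dose series up to 300 µM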
T cell HTS: modulators of CD8 T cell-vesicle binding, primary screen, mouse 2C CD8+ T cells, flow cytometry | 2C CD8+ T cell-vesicle binding; stronger effect = lower value | 330,000 compounds, 0.068% hits | calls only at 7 µM;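 active means response, share of CD8 T cells binding vesicles, and their 90th percentile fluorescence all below set limits, cut at about 80% in these data, passing the limit was not always enough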
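System: murine 2C transgenic CD8+ T lymphocytes; also added: QL9-loaded Drosophila micro-vesicles; times: binding 1.5 h at 37 °C; measured by: flow cytometry, PE anti-B7-1 (FL2) versus Alexa647 anti-CD8 (FL8), PFA-fixed; control set: Peptide-free naked vesicles (low) and QL9 vesicles with 0.7% DMSO vehicle (high)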
NTR1 agonist: agonists of NTR1, primary screen, imaging, U2OS cells, beta-arrestin-GFP, high content (AID 493036) | 330,000 compounds, 0.17% hits | activation, % at 20 µM | NTR1-U2OS beta-arrestin-GFP spot imaging, agonist mode;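 active means activation at or above 40% of the spot to cytoplasm intensity ratio, with at least 20 cells analyzed; inconclusive means wells under 20 cells, flagged as cytotoxic or low count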;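 further: 0% = DMSO without peptide and 100% = 100 nM NTR1 peptide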
Target sequence (P30989 whole entry, looked up): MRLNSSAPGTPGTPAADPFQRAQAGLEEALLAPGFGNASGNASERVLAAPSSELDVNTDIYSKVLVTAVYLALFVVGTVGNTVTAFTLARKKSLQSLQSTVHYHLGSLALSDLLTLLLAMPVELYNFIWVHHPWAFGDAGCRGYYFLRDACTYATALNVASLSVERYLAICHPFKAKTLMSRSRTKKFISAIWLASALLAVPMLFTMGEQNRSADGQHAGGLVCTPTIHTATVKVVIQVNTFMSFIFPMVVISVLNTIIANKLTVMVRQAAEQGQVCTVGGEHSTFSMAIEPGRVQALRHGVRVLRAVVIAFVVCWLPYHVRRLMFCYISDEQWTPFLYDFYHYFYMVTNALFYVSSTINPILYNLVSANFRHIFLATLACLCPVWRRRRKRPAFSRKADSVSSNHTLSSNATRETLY
Salmonella PhoP GFP: inhibitors of PhoP regulon expression, primary screen, Salmonella Typhimurium, GFP reporter (AID 1863). S. Typhimurium PhoP-regulated promoter GFP reporter, 4 h; higher % means a stronger effect. one-dose inhibition, % at 50 µM; IC50 in µM for titrated hits. 300,000 compounds, 0.16% hits;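 active means inhibition over 29.93%, a cutoff 3 SD above the screen mean, later confirmed by dose response; inconclusive means inhibition over 29.93% but no dose response follow-up; inactive means inhibition at most 29.93% or unconfirmed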;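 further: 0% = low Mg2+ inducing control and 100% = high Mg2+ repressing control; strong numbers were not always called active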
T cell HTS vesicle-bound %: also measured in T cell HTS; calls as there; double positive events, %; measured here: CD8+ vesicle-bound cell fraction;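 binding gate set so that unloaded-vesicle control wells show 10% double positive cells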
NTR1 agonist cell count 20 µM: further read-out of NTR1 agonist, marked with its call; cell count; measured here: cell count, cytotoxicity flag
Myeloid diff MLP GFP+ MAC1+ %: further read-out of Myeloid diff MLP, marked with its call; GFP+ MAC1+ double positive, %; measured here: differentiation confirmed by MAC1 staining
* marks the source's active call; other numbers are inactive results; i = inactive; ? = inconclusive; nt = no result given; [ ] = another dose, or the depositor's remark.

SMILES	RSV antiviral HEp-2	Myeloid diff MLP	Myeloid diff MLP GFP+ MAC1+ %	SV40 large T antigen	MgcRacGAP inhibition	TNAP activators	UTI89 phage lysis	T cell HTS	T cell HTS vesicle-bound %	NTR1 agonist	NTR1 agonist cell count 20 µM	Salmonella PhoP GFP
CCc1noc(C)c1C(=O)NNC(=O)COc1ccc(C)c(C)c1	-1.3%	i	1.6	6.8%	0.5%	nt	0.9%[50 µM]	i	34.0	2.3	55	-5.1%
O=C(NCc1csc(-c2cccs2)n1)Nc1cccc(Cl)c1	nt	i	0.5	8.0%	11.0%	nt	-1.6%	i	39.1	0.3	64	-8.4%
COc1ccccc1C(=O)NCCCN1CCCC1=O	0.3%	i	1.5	-0.8%	4.8%	0.9	-1.9%	i	49.1	1.9	65	-5.3%
O=C(NCC(c1ccco1)N1CCCC1)c1cccc(S(=O)(=O)N2CCOCC2)c1 (stereo not given)	1.5%	i	1.3	nt	1.1%	nt	0.5%	i	15.5	-0.5	71	nt
Cc1cc(C)c(-c2cc(NC(=O)CSc3n[nH]c(N)n3)n(-c3ccccc3)n2)cc1C	-0.2%	i	1.3	11.6%	12.5%	1.1	-0.7%	i	20.4	13.3	25	-5.6%
Cc1ccccc1NC(=S)c1ccc2ccccc2n1	2.0%	i	0.9	4.6%	-1.9%	nt	2.4%	i	32.3	3.2	69	-6.9%
O=S(=O)(NC1CCCCC1Oc1ccccc1)c1ccc(Cl)cc1 (stereo not given)	13.8%	i	0.2	0.1%	6.7%	1.1	0.1%	i	59.1	5.2	83	0.8%
O=C(c1oc(=O)c2ccccc2c1-c1ccccc1)N1CCN(C2CCCCC2)CC1	-0.3%	i	2.7	8.1%	6.8%	1.1	2.9%	i	62.2	3.6	47	1.8%
O=C(O)c1ccccc1C(=O)NC1CCCc2ccccc21 (stereo not given)	1.4%	nt	nt	13.8%	5.0%	nt	0.0%	i	49.0	-0.7	53	-0.3%
Nc1cc(-c2ccc(Br)cc2)nc2cc(-c3ccccc3)nn12	7.5%	i	0.2	23.9%	-3.4%	0.9	0.1%	i	43.3	4.9	31	-4.7%
COc1ccc(CCC(C)NCc2ccccc2OC)cc1 (stereo not given)	-0.8%	i	0.3	10.6%	-3.9%	nt	-0.1%	i	62.8	0.8	58	4.7%
O=C(COC(=O)c1ccc(Br)o1)NC1CCCCC1	1.1%	i	0.4	21.7%	-1.6%	1.1	0.0%	i	46.2	-1.1	52	-5.4%
CCOC(=O)N1CCC(NC(=O)c2ccc(CO)c(C(=O)NC3CCN(C(=O)OCC)CC3)c2)CC1	2.2%	i	0.5	16.4%	7.7%	1.1	0.1%	i	53.9	-2.3	80	4.9%
Oc1c(Br)cc(Br)cc1CNc1nccs1	0.5%	i	0.2	3.6%	12.3%	nt	-0.4%[50 µM]	i	11.0	0.1	92	-0.6%
O=C(NNC(=O)C1CC=CCC1)c1ccccc1O (stereo not given)	2.0%	i	1.0	-2.6%	-10.1%	nt	-0.3%	i	57.0	-0.1	65	9.5%
O=C(NCC(=O)N1CC=C(c2ccccc2)CC1)c1ccc(OC(F)F)cc1	nt	i	0.9	nt	3.4%	nt	0.0%[50 µM]	i	53.5	-0.4	54	nt
CS(=O)(=O)ON=C1CCN(S(=O)(=O)c2ccccc2)CC1	0.5%	i	0.1	10.5%	9.7%	0.9	-0.2%	i	56.9	-0.4	60	4.5%
COc1cccc(C(=O)Nc2ccc(NC(C)=O)cc2)c1	-0.7%	i	1.1	1.1%	4.4%	1.1	1.9%	i	41.7	3.3	90	-7.9%
CC(C)c1ccc(NC2CCCN(C(=O)CCn3cnnn3)C2)cc1 (stereo not given)	1.5%	i	1.0	8.4%	2.6%	nt	-0.1%	i	16.7	-0.2	45	-2.7%
Cc1ccc(NC(=O)C2CCCN(S(=O)(=O)c3cccc4cccnc34)C2)cc1 (stereo not given)	12.0%	i	1.8	18.6%	3.0%	nt	0.4%	i	1.0	-0.3	60	7.4%
O=C(CN1C(=O)S/C(=C\c2ccc(F)cc2)C1=O)NC1C=CS(=O)(=O)C1 (stereo not given)	3.1%	i	0.9	9.0%	9.2%	nt	1.1%	i	41.3	0.3	65	-6.8%
Cc1c(Cl)cccc1NS(=O)(=O)c1cn(C)c(=O)n(C)c1=O	3.5%	i	1.1	16.8%	7.6%	nt	0.3%	i	38.4	-1.6	60	nt
COc1ccc(CCNC(=O)COc2ccc3c(C)cc(=O)oc3c2)cc1OC	4.3%	i	2.0	6.1%	5.7%	nt	0.3%	i	50.7	-0.6	43	2.3%
O=C(NCC(c1cccs1)N1CCOCC1)c1cc(-c2ccccn2)nc2ccccc12 (stereo not given)	0.5%	i	0.3	11.2%	-3.0%	nt	0.8%	i	38.3	1.9	54	1.3%
Cc1ccnc(NC(=O)CN(C)S(=O)(=O)c2cccc3nsnc23)c1	2.0%	i	2.3	4.2%	6.4%	1	0.1%	i	19.0	0.0	74	-9.9%
Cn1c(=O)c2c([nH]c(=S)n2CCCc2ccccc2)n(C)c1=O	0.0%	i	0.3	32.5%	16.1µM*	nt	0.2%	i	53.6	-1.1	63	-7.8%
CCc1cc(C(=O)N2CCCC(C(=O)c3ccc(Oc4ccccc4)cc3)C2)n(C)n1 (stereo not given)	-0.7%	i	1.3	11.7%	7.4%	nt	0.8%	i	36.3	-0.4	51	-3.4%
C=C1CCN([C@@H](CC(C)C)C(=O)NCCCc2ccccc2)S(=O)(=O)c2ccccc21	10.6%	i	1.1	6.9%	9.2%	nt	0.3%	i	36.8	0.3	87	-7.7%
Cc1nn(-c2ccccc2)c2nc(-c3cccs3)cc(C(=O)NN)c12	3.6%	i	0.6	19.1%	4.8%	1.1	1.1%	i	57.7	0.3	33	-6.5%
Cc1cc(OCC(=O)NCC(c2ccc(F)cc2)N2CCOCC2)ccc1Cl (stereo not given)	0.8%	i	0.3	nt	3.2%	nt	0.8%[50 µM]	i	34.4	0.2	82	nt
COc1ccc(-c2cnn(-c3ccccc3)c2N)cc1OC	0.9%	i	0.3	20.1%	12.6%	1	1.4%	i	56.3	-1.9	79	4.1%
CCOC(=O)C1=C(C)NC(=O)NC1c1ccc(Br)o1 (stereo not given)	1.1%	i	1.8	9.2%	-0.1%	1.1	5.8%[50 µM]	i	8.1	1.1	74	0.7%
COc1ccc(CCNC(=O)COC(=O)c2ccc(C)s2)cc1OC	1.0%	i	0.9	nt	5.9%	nt	0.5%[50 µM]	i	40.7	-1.1	56	nt
CCCCCn1c(=S)[nH]c2cc(C(=O)N3CCN(C(=O)OCC)CC3)ccc2c1=O	0.1%	i	0.3	8.8%	-2.7%	nt	0.3%	i	40.4	2.5	37	-3.9%
O=C(NCCC1=CCCCC1)C1CCC(CNc2nc(=S)[nH]c3ccccc23)CC1 (stereo not given)	0.0%	i	0.3	23.9%	7.9%	1.1	0.1%	i	60.4	1.5	68	0.3%
C#CCOCCOCCOCCNc1nc(N2CCN(C(=O)[C@H](CCC(=O)O)n3cc([C@@H](N)CCCCN)nn3)CC2)nc(N2CCN(C(=O)[C@H](CCC(=O)O)n3cc([C@@H](N)CCCCN)nn3)CC2)n1	nt	i	0.5	nt	3.6%	nt	-0.3%	i	12.2	-2.1	61	nt
CC(C)=C1SC(N2CCCCC2)=NC1=O	3.3%	i	0.5	-10.0%	0.3%	1.2	2.5%[50 µM]	i	23.1	0.7	55	11.3%
CCOc1ncccc1C(=O)Nc1ccc(S(=O)(=O)NC2=NCCCCC2)cc1	0.3%	i	0.9	3.8%	6.5%	1.1	0.2%	i	15.5	-1.6	73	-4.2%
Cc1cc(Br)ccc1NC(=O)CN1C(=O)C2C3CC(c4ccccc4)C(C3)C2C1=O (stereo not given)	11.4%	i	3.4	13.4%	12.3%	1.1	0.8%	i	38.4	5.8	64	1.4%
COc1ccc(CN(CC2CCCO2)S(=O)(=O)c2ccc(C(=O)O)cc2)cc1OC (stereo not given)	1.5%	i	0.5	10.7%	-2.6%	1.1	0.2%	i	54.9	-1.3	52	-6.6%
O=C(Nc1ccccc1C(=O)N1CCOCC1)c1ccco1	0.7%	i	0.5	6.7%	5.1%	1.1	0.8%	i	6.3	-1.9	57	2.3%
Cn1c(C(=O)NCCOc2ccccc2Cl)cc(=O)n(C)c1=O	-0.9%	i	0.7	3.1%	-0.2%	1.2	0.2%	i	48.2	-0.4	60	-2.2%
COc1ccc(N(C(=O)c2cccnc2)S(=O)(=O)c2ccc3c4c(cccc24)C(=O)N3C)cc1	3.0%	i	0.4	5.8%	7.5%	0.8	2.8%	i	29.5	2.4	55	3.8%
Cc1cccc(NC(=O)COC(=O)C2C3CC4OC(=O)C2C4C3)c1C (stereo not given)	-0.4%	i	0.2	22.2%	3.3%	nt	0.4%	i	43.3	2.6	47	-0.9%
CN1CCC(=NNC(=O)c2ccco2)CC1	0.5%	i	1.3	3.0%	-7.1%	1.1	-0.1%	i	27.8	-0.8	43	-6.1%
O=c1c2ccccc2[nH]c(=S)n1-c1cccc(S(=O)(=O)N2CCCC2)c1	?	i	0.1	3.3%	11.8%	1.2	0.2%	i	62.5	-0.1	59	4.4%
Cc1ccc2sc(=O)[nH]c2c1	43.9%	i	0.7	3.4%	11.6%	nt	0.5%	i	35.3	0.5	39	1.5%
Cc1onc(-c2c(Cl)cccc2Cl)c1C(N)=O	0.8%	i	0.8	nt	6.8%	1.1	0.1%	i	18.1	0.3	54	-1.7%
CC(OC(=O)c1cc(=O)[nH]c2ccccc12)C(=O)NCc1ccccc1 (stereo not given)	-0.7%	i	0.7	3.2%	6.5%	nt	0.8%[50 µM]	i	14.2	-0.3	78	4.8%
O=c1[nH]cc(S(=O)(=O)N2CCCc3ccccc32)c(=O)[nH]1	-0.1%	i	1.0	-2.3%	5.4%	nt	1.1%[50 µM]	i	29.0	0.1	54	1.1%

Compounds were not picked by outcome, and some 2.3% of all compounds hit somewhere here.
